Compound activity: PubChem BioAssay, several laboratories
Smad3 FoxH1 inh = Smad3 (human) transcription factor binding inhibition | P84022 | TR-FRET Smad3/Dy647-FoxH1 peptide binding, europium anti-His | inhibition, % at 25 µM | 88,000 tested, 0.29% active;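 active = compounds that reduce the energy-transfer binding signal between the protein and its labelled peptide by more than half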;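 note: 0% = Smad3 plus labelled peptide maximal FRET and 100% = peptide-only background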
CD11b adhes enh = enhancers of human CD11b/CD18 binding to fibrinogen. P05107+P11215. K562 CD11b/CD18 adhesion to fibrinogen, ATPlite luminescence. activation, % at 10 µM. 93,000 tested, 0.07% active;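 active = 10 µM primary screen giving 50% or more activity, confirmed by 40% or more on retest at that dose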; note: strong numbers were not always called active; reference of the scale not given here
ERa coact inh = blocks coactivator binding to human estrogen receptor alpha; TR-FRET ER-alpha LBD / SRC-1 peptide, estradiol-bound; AID 629; 86,000 tested, 1.7% active; P03372; inhibition, % at 25.6 µM; in the data active = inhibition above about 50%;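 note: 0% = receptor plus peptide control and 100% = peptide only without receptor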
Target sequence (P03372 whole entry, looked up, the tested form may be a part): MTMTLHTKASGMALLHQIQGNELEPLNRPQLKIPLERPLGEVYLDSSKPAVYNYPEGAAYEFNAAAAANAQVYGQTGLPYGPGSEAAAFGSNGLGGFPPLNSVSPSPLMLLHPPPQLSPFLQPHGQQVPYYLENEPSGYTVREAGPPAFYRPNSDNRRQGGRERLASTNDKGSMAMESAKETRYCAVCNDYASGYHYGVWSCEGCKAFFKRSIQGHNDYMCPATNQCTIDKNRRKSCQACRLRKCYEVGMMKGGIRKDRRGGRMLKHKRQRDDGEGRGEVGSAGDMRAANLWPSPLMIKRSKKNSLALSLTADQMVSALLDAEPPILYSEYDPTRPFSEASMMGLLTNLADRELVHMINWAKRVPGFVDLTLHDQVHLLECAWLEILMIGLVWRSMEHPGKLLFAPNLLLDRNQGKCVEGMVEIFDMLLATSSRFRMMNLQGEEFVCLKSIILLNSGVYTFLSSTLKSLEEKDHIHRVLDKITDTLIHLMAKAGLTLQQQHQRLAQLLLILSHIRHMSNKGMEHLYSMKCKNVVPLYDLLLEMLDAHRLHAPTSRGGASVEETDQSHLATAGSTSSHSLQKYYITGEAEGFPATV
MT1-MMP txn act = activates MT1-MMP transcription; 86,000 tested, 0.16% active; AID 750; activation factor at 10 µM; HT1080 MT1-MMP promoter luciferase reporter, luminescence, overnight; active compounds read high;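 active = activation factor of at least 2 for MT1-MMP transcription at 10 µM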
HUVEC inhibit = human endothelial cell proliferation inhibition; 86,000 tested, 1.1% active; viability, % at 10 µM (by protocol); HUVEC proliferation, CellTiter-Glo luminescence, 72 h; active compounds read low;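 active = viability at or below 30%; inactive = viability above 30%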;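 note: 100% = median luminescence of DMSO-only cell control wells on each plate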
Lung fibro prol = blocks proliferation of human lung fibroblasts. 85,000 tested, 1.1% active. viability, % at 10 µM. LL 47 human lung fibroblast viability, ATP luminescence; active compounds read low. AID 719;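 active = viability at or below 50% in the single dose screen; inactive = viability above 50%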;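 note: compound exposure lasted 72 h before the ATP readout; 100% = median luminescence of untreated cell-only wells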
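Test system: LL 47 human lung fibroblasts / Quantity: 1,150 cells in each well / Medium: IMEM growth medium with 15% fetal bovine serum / Incubation: 72 h compound exposure at 37 °C after overnight plating / Detection: CellTiter-Glo luminescence measuring cellular ATP / Read-out: % viability versus median cells-only luminescence / Benchmarks: cell-only wells, no compound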
H69AR growth 86K = blocks growth of human H69AR lung tumor cells | H69AR lung tumor viability, ATP luminescence, 72 h; active compounds read low | viability, % at 10 µM | 85,000 tested, 6% active | AID 598;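 active = viability at or below 40%; inactive = viability above 40%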;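 note: multidrug resistant small cell line overexpressing MRP-1 efflux transporter; 100% = mean luminescence of untreated control wells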
ERa coact pot = ER-alpha (human) coactivator binding potentiation; P03372; TR-FRET ERalpha-LBD/SRC-Cy5 coactivator binding, 2 h; 100 = basal binding, no effect; coactivator binding (% of control), % at 25.6 µM; 86,000 tested, 1.3% active; AID 639; in the data active = activity above about 200%;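 note: binding measured in presence of low estradiol as agonist stimulus; 0% = peptide alone without receptor and 100% = receptor with peptide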
ERb coact inh = ER-beta (human) coactivator binding inhibition; Q92731; TR-FRET ER-beta LBD / SRC1-Cy5 peptide binding; receptor agonist-loaded with 1 µM estradiol; inhibition, % at 25.6 µM; 86,000 tested, 1.3% active; AID 633;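 active = compounds whose percent inhibition of the receptor-coactivator binding signal exceeds about 50% in the single-dose screen, limit read from the data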;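 note: 0% = receptor plus peptide wells without compound and 100% = peptide-only wells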
An asterisk follows results filed as active; / = not tested or not shown; [ ] = dose if it differs, or a comment.

SMILES,Smad3 FoxH1 inh,CD11b adhes enh,ERa coact inh,MT1-MMP txn act,HUVEC inhibit,Lung fibro prol,H69AR growth 86K,ERa coact pot,ERb coact inh
COc1ccc(CC(=O)Nc2cc(Cl)ccc2O)cc1,11,-2,-21,1.1,80,105,43,98,-20
O=C1CC(c2ccccc2)CN1Cc1ccccc1 (centres undefined),-2,0,1[fluorescence artefact?],1,79,95,51,102,1[fluorescence artefact?]
CC(=O)Nc1ccc(-c2csc(NCc3ccco3)n2)cc1,10,/,2,1.8,95,93,90,80,6
COc1cccc(CNC(=O)C2CCCN(S(=O)(=O)c3c(C)[nH]c(=O)[nH]c3=O)C2)c1 (centres undefined),13,1,-3,1.2,99,99,95,106[fluorescence artefact?],-3
Cc1cccc(-n2c(N)cc(=O)nc2SCC(=O)Nc2nnc(C)s2)c1,7,1,2,1,89,93,108,116,-2[fluorescence artefact?]
CN(C)c1cc[n+](Cc2c(Cl)cccc2Cl)cc1,-2,/,-25,1.1,81,96,89,115,-30[fluorescence artefact?]
O=C(Cc1c(O)c2ccccc2[nH]c1=O)NCc1ccccc1F,-4,3,-8,1.1,102,100,100,120,-17
CCOC(=O)C1=C(OCc2ccc(Cl)cc2)C2C=C(C)C=CC2N=C1 (centres undefined),-5,1,7[fluorescence artefact?],1.2,88,97,93,85,1[fluorescence artefact?]
O=c1oc2ccccc2cc1-c1nnc(NCc2ccco2)s1,14,35,34[fluorescence artefact?],1.6,71,91,32*,96[fluorescence artefact?],18
Cn1c(N)c(C(=O)COC(=O)c2ccc3c(c2)OCCO3)c(=O)n(C)c1=O,5,-4,9,1.1,101,100,80,128,3
COc1ccc(C(=O)N=c2nc3ccccn3s2)cc1,-8,-8,9,0.9,76,85,44,111,25
COC(=O)CC1SC(=O)NC1=Nc1ccc(O)cc1 (centres undefined),8,/,-3,1.1,110,103,98,104,-2
COc1ccc(S(=O)(=O)Nc2ccc(S(=O)(=O)N3CCOCC3)cc2)cc1C,8,0,-7,1,102,100,63,88,-2
O=c1c2cc3c(=O)n(CC4CCCO4)c(=O)c3cc2c(=O)n1CC1CCCO1 (centres undefined),-14,0,7,1.1,105,105,84,93,15
COc1ccc(Nc2nc(NC(C)(C)C)nc(N3CCCC3)n2)c(OC)c1,0,32,22,1.1,80,95,60,66,19

Some of the entries so far, with two lines to a compound:
Fields – Smad3 FoxH1 inh, CD11b adhes enh, ERa coact inh, MT1-MMP txn act, HUVEC inhibit, Lung fibro prol, H69AR growth 86K, ERa coact pot, ERb coact inh
O=C1CC(c2ccccc2)CN1Cc1ccccc1 (centres undefined)
  -2, 0, 1[fluorescence artefact?], 1, 79, 95, 51, 102, 1[fluorescence artefact?]
CCOC(=O)C1=C(OCc2ccc(Cl)cc2)C2C=C(C)C=CC2N=C1 (centres undefined)
  -5, 1, 7[fluorescence artefact?], 1.2, 88, 97, 93, 85, 1[fluorescence artefact?]

Continuation.
SMILES,Smad3 FoxH1 inh,CD11b adhes enh,ERa coact inh,MT1-MMP txn act,HUVEC inhibit,Lung fibro prol,H69AR growth 86K,ERa coact pot,ERb coact inh
N=C1C(c2nc3ccccc3[nH]2)=C(O)CN1c1ccccc1,1,2,0,1.5,94,94,32*,124[fluorescence artefact?],0
CC(=O)Nc1ccc(Oc2nc(C)cc(C)n2)cc1,12,-2,-5,1,96,104,95,120[fluorescence artefact?],-6
O=C(CSCc1ccc(F)cc1)N1CCOCC1,-4,0,3,/,97,106,101,107,-15
O=C(CSc1nc2ccccc2c(=O)[nH]1)Nc1ccc(S(=O)(=O)N2CCCC2)cc1,-9,1,1,1.5,78,99,87,101,-13
N#CC1(c2ccccc2)CCCN1C(=O)c1ccco1 (centres undefined),15,0,-1,1.2,114,98,97,87,-5
C/C(=C(\C#N)C(=O)NCc1ccccc1)N(C)C,14,-4,4,1.3,94,99,94,115,0
Cc1nnc2ccc(N3CCC4(CC3)OCCO4)nn12,4,/,-29,1.1,92,95,94,108,-27[fluorescence artefact?]
CC(=O)c1cccc(N(C(=O)Cn2nnc3ccccc32)C(C(=O)NC2CCCCC2)c2cn(C)nc2C)c1 (centres undefined),4,2,-3,1.1,99,96,95,100,-6
COc1ccc(C2C3=C(CC(C)(C)CC3=O)Oc3ncn(CCCn4ccnc4)c(=N)c32)cc1 (centres undefined),11,2,-37,1.1,93,98,98,74,-23
CCn1c(=O)cc(N2CCC3(CC2)OCCO3)[nH]c1=O,13,1,-7[fluorescence artefact?],1,92,95,86,107,-10[fluorescence artefact?]
O=C(O)C1[C@H]2C(=O)N(C3CCCC3)C[C@]23C=C[C@H]1O3 (some centres undefined),4,3,3[fluorescence artefact?],1.1,96,102,94,113[fluorescence artefact?],-3
Cc1cccc(NC(=O)C(C)Oc2ccccc2C)n1 (centres undefined),12,1,-20,1.1,112,98,93,105,-1[fluorescence artefact?]
Cc1ccc(-c2nnn(CC(=O)Nc3ccc4nn(-c5ccccc5)nc4c3)n2)o1,5,36,58*,1.1,101,91,/,155,39[fluorescence artefact?]
COc1ccc(C2C3=C(CCCC3=O)Nc3nc(SCc4ccccc4)nn32)cc1OC (centres undefined),16,4,0,1.1,91,83,51,115,-4
CC12CC(NC(=O)N1c1cccc(C(=O)N3CCN(c4ccccn4)CC3)c1)c1ccccc1O2 (centres undefined),-6,0,-6,/,89,95,89,100,-6

Arranged by the number under ERa coact inh (high to low): some entries from above
mol | ERa coact inh
O=C(CSc1nc2ccccc2c(=O)[nH]1)Nc1ccc(S(=O)(=O)N2CCCC2)cc1 | 1
N=C1C(c2nc3ccccc3[nH]2)=C(O)CN1c1ccccc1 | 0
N#CC1(c2ccccc2)CCCN1C(=O)c1ccco1 (centres undefined) | -1

Further records follow:
SMILES,Smad3 FoxH1 inh,CD11b adhes enh,ERa coact inh,MT1-MMP txn act,HUVEC inhibit,Lung fibro prol,H69AR growth 86K,ERa coact pot,ERb coact inh
COc1ccccc1NC(=O)c1nc[nH]c1C(=O)Nc1ccccc1OC,14,/,-2,1.1,95,91,39*,123,-1
CCOc1ccccc1N(C(=O)c1snc(C(N)=O)c1N)C(C(=O)NCCC(C)C)c1ccco1 (centres undefined),8,-2,0,1,98,86,76,90,-11
O=C1OC(N2CCN(c3ccccn3)CC2)c2ccccc21 (centres undefined),-6,0,0,1.1,94,99,71,91,-1
CC(C(=O)NCC1(c2ccccc2)CCCC1)N1CCCC1 (centres undefined),10,4,5,1.1,115,102,89,87[fluorescence artefact?],-6
Cn1c(=O)c2c(nc(CN3CCN(Cc4ccccc4)CC3)n2Cc2cccc(Cl)c2)n(C)c1=O,-7,-2,1,1.1,79,93,40,111,-15
O=C(c1ccccc1Nc1ccc(SC(F)F)cc1)N1CCCCCC1,-6,/,2,1.1,83,90,71,103,-7
CCOC(=O)c1ccc(Oc2nc(SC)nc(N(C)C)n2)cc1,-18,2,-10,1.1,120,101,111,85,-5
O=C(O)c1cc(S(=O)(=O)N2CCCCCC2)ccc1Cl,-6,9,-7,1.1,104,101,96,101,-2
CCCCn1c(SCC(=O)NCc2cccs2)nc2c1c(=O)n(C)c(=O)n2C,13,-3,3,1,94,99,109,85,3
C=CCN1C(=O)C(C)(C)Nc2ccccc21,5,-5,2[fluorescence artefact?],1.3,87,100,94,92[fluorescence artefact?],0[fluorescence artefact?]
COc1cc(C(=S)N2CCCCC2)ccc1OCC(=O)N1CCCC1,5,2,-7,1.1,103,93,92,105,-11
COC(=O)c1ccc(Oc2c(C)oc3c(CN4CCN(C)CC4)c(O)ccc3c2=O)cc1,-2,-3,4,1.2,93,97,81,116,-1
COc1ccc(OC)c(NC(=O)Cn2cccc2)c1,13[fluorescence artefact?],/,-1,1,91,100,98,110,10
CCc1nnc(NC(=O)C(C)C)s1,6,-3,1,1.2,93,104,90,122,11
COC(=O)Nc1nc2c(s1)CCCC2,4,-1,-4,1.4,89,96,98,118,-7
COc1cc(CN2CCC(C(=O)NC3CCCC3)CC2)cc(OC)c1O,3,-2,-23,1.1,96,94,73,124,-26
COc1cccc(NC(=O)C2CC(=O)n3cnnc3S2)c1 (centres undefined),-6,1,-3,1.1,97,105,/,110[fluorescence artefact?],0
COc1ccc(C2=Nn3c(nnc3-c3ccccn3)SC2)cc1OC,3,-5,5,1.1,106,81,73,101,-5
CCOC(=O)C1CCCN(c2nc(C)nc3c2oc2ccccc23)C1 (centres undefined),1,-7,-3,1,83,90,98,112[fluorescence artefact?],-5
NC(=O)CC1(CC(=O)O)CCCCC1,8,3,0,1.2,91,101,93,107,1
Cc1ccccc1-n1c(C)nc2ccccc21,3,-3,-6,1.1,95,100,98,115,-7
CC(C)C(NS(=O)(=O)c1cccs1)C(=O)N(C)Cc1ccccc1 (centres undefined),4,-2,-6,1.3,92,94,92,97,0
Cn1c2c(c(=O)n(C)c1=O)C(NC(=O)c1ccco1)(C(F)(F)F)C(=O)N2 (centres undefined),-1,3,-11,1.2,89,90,96,110,-5
COc1ccc(-n2nc3cc(C)c(N)c(Br)c3n2)cc1,13,-4,-5,1.5,84,104,60,75[fluorescence artefact?],1
O=C1CC2(CON=C2c2ccc(F)cc2)C(=O)N1c1ccc(F)cc1 (centres undefined),3,-1,6[fluorescence artefact?],1.3,93,105,100,106,16[fluorescence artefact?]
COc1ccc(-c2noc(CSc3nc4ccccc4c(=O)n3-c3ccccc3)n2)cc1,8,3,16[fluorescence artefact?],1,83,86,29*,120[fluorescence artefact?],19
O=C(Nc1ccc2snnc2c1)N1CCSCC1,-11,-4,-32[fluorescence artefact?],1,92,102,87,117[fluorescence artefact?],-33[fluorescence artefact?]

Not all compounds are listed; rates above refer to the full screens.
